Screening results: PubChem BioAssay, Sanford-Burnham Center for Chemical Genomics
APJ antag: APJ receptor antagonism; P35414; CHO-K1 APJ beta-arrestin complementation, luminescence; inhibition, % at 20 µM; actives 0.32% (n = 330,000);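 active = inhibition above about 40% at 20 µM, limit read from the data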;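 also: cells challenged with 10 nM apelin-13 agonist together with compound; plate controls were apelin-13 plus DMSO wells for no effect and DMSO wells lacking apelin-13 for full effect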
Target sequence (P35414 whole entry, looked up): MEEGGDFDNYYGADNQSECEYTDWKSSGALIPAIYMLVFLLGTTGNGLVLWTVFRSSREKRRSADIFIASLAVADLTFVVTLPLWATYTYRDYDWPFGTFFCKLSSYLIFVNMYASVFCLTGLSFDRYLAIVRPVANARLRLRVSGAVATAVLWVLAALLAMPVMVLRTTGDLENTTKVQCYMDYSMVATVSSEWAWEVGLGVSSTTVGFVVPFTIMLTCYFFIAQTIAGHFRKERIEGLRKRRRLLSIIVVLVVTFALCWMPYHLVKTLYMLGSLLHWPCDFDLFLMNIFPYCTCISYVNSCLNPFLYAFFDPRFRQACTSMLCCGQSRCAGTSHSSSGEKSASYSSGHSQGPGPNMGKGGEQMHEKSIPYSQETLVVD
UBC13 inh: inhibitors of human UBC13 polyubiquitin chain formation. TR-FRET. P61088. inhibition, % at 20 µM. actives 0.47% (n = 330,000); in the data active = inhibition above about 45%, passing the limit was not always enough
Target sequence (P61088 whole entry, looked up): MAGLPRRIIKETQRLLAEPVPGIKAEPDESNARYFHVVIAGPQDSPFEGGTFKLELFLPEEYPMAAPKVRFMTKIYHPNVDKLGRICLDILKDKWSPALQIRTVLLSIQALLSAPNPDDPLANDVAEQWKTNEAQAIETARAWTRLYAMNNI
Jurkat NFkB inh: lowers PMA/ionomycin-induced NF-kB signal in Jurkat cells | PMA/ionomycin-induced NF-kB luciferase reporter, luminescence | inhibition, % at 4 µM | actives 0.53% (n = 330,000) | AID 435003; in the data active = inhibition above about 50%
CCR6 antagonist: antagonists of human CCR6 receptor; P51684; CHO-K1 CCR6 PathHunter beta-arrestin, luminescence, CCL20-stimulated; inhibition, % at 20 µM; AID 493098; actives 0.49% (n = 340,000);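 active = compounds whose inhibition of the agonist-driven luminescence signal at 20 µM reaches about 50%, limit read from the data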;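 also: cells stimulated with CCL20 at 14 nM final; plate controls were DMSO with CCL20 for no effect and DMSO without agonist for full effect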
697 NFkB inh: inhibitors of the PMA/ionomycin-induced NF-kB reporter in 697 B cells; 697 B-cell NF-kB luciferase reporter, 16 h; inhibition, % at 4 µM; actives 0.33% (n = 330,000); in the data active = inhibition above about 35%
EBI2 block: antagonists of human EBI2 receptor | AID 651636 | actives 0.81% (n = 360,000) | P32249 | inhibition, % at 5 µM | EBI2 beta-arrestin recruitment, luminescence, 7a,25-OHC stimulated; in the data active = inhibition above about 38%;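 also: enzyme fragment complementation signal reports receptor beta-arrestin coupling in cells; 0% = agonist plus DMSO wells and 100% = wells without agonist; some results beyond the cut were filed as inactive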
Target sequence (P32249 whole entry, looked up, the tested form may be a part): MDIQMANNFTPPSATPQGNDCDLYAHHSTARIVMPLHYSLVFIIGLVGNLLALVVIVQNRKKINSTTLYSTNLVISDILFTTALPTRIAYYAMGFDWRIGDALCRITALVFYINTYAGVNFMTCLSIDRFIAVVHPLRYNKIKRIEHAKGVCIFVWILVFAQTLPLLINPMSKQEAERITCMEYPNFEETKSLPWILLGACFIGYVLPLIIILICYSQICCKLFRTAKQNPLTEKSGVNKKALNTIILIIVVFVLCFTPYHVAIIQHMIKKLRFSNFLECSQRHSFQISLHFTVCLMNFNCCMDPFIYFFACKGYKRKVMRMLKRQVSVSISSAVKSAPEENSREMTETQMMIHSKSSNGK
Gli-Sufu antag: antagonists of Gli-Sufu signaling; Sufu-KO-LIGHT fibroblasts, Gli luciferase reporter luminescence; inhibition, % at 5 µM; actives 0.74% (n = 340,000); AID 588413;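 active = inhibition above about 55%, limit read from the data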;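 also: 0% = DMSO-treated cells and 100% = wells with medium but no cells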
CXCR6 block: blocks human CXCR6 beta-arrestin recruitment; actives 0.36% (n = 360,000); inhibition, % at 20 µM; O00574; CHO-K1 PathHunter CXCR6 beta-arrestin, luminescence; in the data active = inhibition above about 34%, passing the limit was not always enough;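 also: antagonist mode with CXCL16 agonist at 10 nM final; 0% = 10 nM CXCL16 with DMSO and 100% = unstimulated wells without agonist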
The depositor's hits bear a star; . = no result given.

| SMILES | Gli-Sufu antag | EBI2 block | 697 NFkB inh | APJ antag | CCR6 antagonist | UBC13 inh | Jurkat NFkB inh | CXCR6 block |
| --- | --- | --- | --- | --- | --- | --- | --- | --- |
| CN1CCN(c2nc3c(c(=O)n(C)c(=O)n3C)n2Cc2cccc(Br)c2)CC1 | . | -1 | 16 | -2 | 13 | 1 | 11 | 1 |
| CC(C)c1cc(C(=O)N/N=C/c2cccnc2)n[nH]1 | -7 | -13 | -14 | -6 | 6 | -2 | 2 | -5 |
| O=C(CSc1nnnn1Cc1ccccc1)Nc1ccc2c(c1)OCO2 | -4 | 2 | 18 | 13 | 2 | -7 | -9 | 0 |
| CCCn1nc(C(=O)NNC(=O)c2ccc(OC(F)F)cc2)c2ccccc2c1=O | -11 | 8 | 11 | -8 | 19 | 21 | 14 | 2 |
| O=S(=O)(c1ccc2oc3ccccc3c2c1)N1CCOCC1 | 4 | -7 | -9 | 8 | -9 | -8 | -3 | -3 |
| COc1ccc(C(C)=O)cc1COC(=O)CSC(C)C(=O)Nc1cc(C)on1 (stereo unspecified) | -8 | 5 | -18 | -40 | 11 | -15 | 2 | 2 |
| CCCCn1c(SCC(=O)NCc2cccs2)nc2c1c(=O)n(C)c(=O)n2C | -11 | 4 | -4 | -18 | 2 | -1 | -2 | -7 |
| CCC1(C)Cc2c(sc3nnn(CC(=O)Nc4ccccc4)c(=O)c23)CO1 (stereo unspecified) | 7 | 3 | 4 | -10 | 14 | -16 | -13 | -2 |
| NS(=O)(=O)c1ccc(NC(=O)C2CCCN(S(=O)(=O)c3ccc(F)cc3)C2)cc1 (stereo unspecified) | 2 | -6 | 12 | -19 | 1 | -3 | 0 | -11 |
| Cc1cccc(C)c1NC(=S)N(CCCN1CCCCC1)Cc1ccco1 | 9 | 1 | 16 | 5 | 10 | 3 | -2 | 3 |
| COc1ccc2oc(C(=O)Nc3ccccn3)c(C)c2c1 | -114 | 14 | -214 | 9 | 6 | 0 | -234 | 11 |
| CCOC(=O)c1nnn(-c2nc(OC)nc(N3CCCC3)n2)c1-c1ccccc1 | 18 | 0 | -7 | 1 | 8 | 9 | -3 | 8 |
| Cc1c(C(=O)NCc2cccnc2)oc2ccc(S(=O)(=O)N3CCCCC3)cc12 | 7 | -1 | 0 | -15 | -12 | 5 | 12 | -4 |
| CC1CCN(c2nncc3ccccc23)CC1 | 3 | -10 | -14 | 6 | 0 | 2 | -7 | -4 |
| O=C(Cc1nn[nH]n1)Nc1ccc(F)cc1F | 5 | 11 | 9 | 8 | 4 | 0 | 4 | 1 |
| Cc1[nH]c2ccccc2c1C(c1ccncc1)N1CCCCC1 (stereo unspecified) | 4 | -1 | 3 | -21 | 1 | -9 | -8 | 1 |
| OC[C@H]1O[C@@H](Oc2ccc(O)cc2)[C@H](O)[C@@H](O)[C@@H]1O | -10 | 0 | . | . | 6 | . | . | -1 |
| O=C(C1CCCN(S(=O)(=O)c2cnc[nH]2)C1)N1CCN(c2ccc(Cl)cc2)CC1 (stereo unspecified) | 8 | -2 | -3 | 1 | 2 | -6 | -11 | 2 |
| COc1ccc(NCCNc2ccc(OC)cc2)cc1 | 6 | 40* | 0 | 0 | 7 | -12 | -14 | -4 |
| CC(C)C[C@H](NC(=O)c1nc[nH]c1C(=O)N1CCC(C)CC1)C(=O)OCc1ccccc1 | 2 | 0 | 9 | 11 | 3 | -7 | -12 | -10 |
| CCOc1c(C(N)=O)c(-c2ccccc2)c2c(=O)[nH]c3ccccc3n12 | -8 | 20 | 15 | 60* | 16 | 9 | 3 | 35 |
| Cn1c(C(=O)NCc2ccccn2)cc2c(=O)n3ccccc3nc21 | -63 | 1 | -79 | -7 | 4 | 8 | -73 | 6 |
| CCOc1ccc(OCCSc2nc(N)cc(=O)[nH]2)cc1 | -3 | 12 | -5 | -7 | 13 | 7 | 0 | 10 |
| C=CC[C@@H](CC(=O)N(CCO)Cc1ccccc1)C(=O)N[C@H](COC(=O)[C@@H](CC=C)Cc1ccc(F)cc1)Cc1ccccc1 | -25 | 24 | 5 | 23 | 34 | -19 | -9 | 26 |
| CC(NC(=S)Nc1ccc(F)cc1)c1ccccc1 (stereo unspecified) | 18 | 5 | -1 | 5 | -11 | 1 | 9 | -3 |
| O=C(CCN1CCCCO1)N1CCCC(Nc2cccc(F)c2)C1 (stereo unspecified) | -1 | -4 | 11 | 3 | 5 | 1 | -2 | 0 |
| CCOc1nc(Nc2ccc(Cl)cc2)nc(OCC)n1 | 13 | 13 | 17 | 12 | 6 | 9 | 7 | -6 |
| CCOc1ccc(C2C(C(=O)c3cccs3)=C(O)C(=O)N2CCCn2ccnc2)cc1 (stereo unspecified) | 8 | . | -29 | 9 | 11 | -10 | -59 | . |
| O=C1C2ON(c3ccccc3)C(c3ccncc3)C2C(=O)N1c1ccc(N2CCOCC2)cc1 (stereo unspecified) | -5 | -1 | 11 | -4 | 12 | 3 | 8 | -3 |
| S=c1[nH]nc(-c2ccccc2)n1Cc1ccccc1 | -6 | 9 | -8 | -1 | 2 | -9 | -24 | -3 |
| COC(=O)C1=C(CS(=O)(=O)c2ccccc2)NC(=O)NC1c1ccccc1 (stereo unspecified) | 2 | -8 | -5 | 4 | 8 | 3 | 2 | 1 |
| c1ccc(NC2=NCCN2CCCC2CCCCC2)cc1 | 24 | 6 | -1 | 8 | 15 | 20 | 14 | 8 |
| CC(Oc1ccc(Cl)cc1Cl)c1nc(-c2ccc(NC(=O)c3ccco3)cc2)no1 (stereo unspecified) | -59 | 16 | -73 | -16 | -11 | 3 | -35 | -2 |
| CC1=NCCN1S(=O)(=O)c1cc(Cl)ccc1Cl | 56* | 0 | 2 | 2 | -2 | -3 | 1 | -3 |
| CC1SCC(=O)N(CC(=O)NC2CCCCC2)C1=O (stereo unspecified) | -3 | 1 | -13 | -8 | 1 | -8 | -6 | 2 |
| COc1ccc(C2C3=C(CCCC3=O)Nc3n[nH]c(C)c32)cc1OC (stereo unspecified) | 7 | -6 | 1 | 7 | 8 | -9 | -18 | -6 |
| COc1ccc(-c2cc(C(=O)Nc3c(C)n(C)n(-c4ccccc4)c3=O)c3ccccc3n2)cc1OC | -8 | -4 | 19 | -6 | 9 | 2 | -1 | 1 |
| COc1ccc(S(=O)(=O)Nc2ccc(F)c(F)c2)cc1Cl | 5 | -12 | -5 | -12 | 8 | -8 | -12 | -6 |
| COc1ccc(CNC(=O)c2cc3cccc(O)c3oc2=N)cc1 | 8 | 7 | -40 | -25 | 17 | -13 | -13 | 3 |
| O=C(COC(=O)CCc1ccc(S(=O)(=O)N2CCOCC2)cc1)NCc1ccccc1Cl | 9 | -3 | 0 | 0 | 3 | 11 | 10 | -1 |
| Cc1cc(/C=C(\C#N)C(N)=O)c(C)n1-c1ccc(N2CCOCC2)c([N+](=O)[O-])c1 | 11 | 5 | -6 | 2 | 2 | -6 | 13 | -6 |
| Cc1nn(CCCC(=O)Nc2cc(Oc3ccccc3)cc([N+](=O)[O-])c2)c(C)c1[N+](=O)[O-] | 5 | 21 | -20 | 2 | 18 | 1 | 15 | 7 |
| CC(C)[C@H](NC(=O)N1c2ccccc2NC(=O)[C@@H]1C(C)C)C(=O)N[C@@H](Cc1ccccc1)C(=O)O | -46 | 4 | 17 | -31 | -1 | -7 | 4 | -5 |
| COc1ccccc1NC(=O)c1ccc2c(c1)OCO2 | -53 | -4 | -85 | 0 | 3 | -10 | -56 | -5 |
| O=C(NCC1(N2CCOCC2)CCCCC1)c1cccc(S(=O)(=O)Nc2ccc(F)cc2)c1 | 1 | 10 | 16 | 4 | 5 | 8 | -2 | 11 |

Part of the list above in another layout.
Values run as follows: Gli-Sufu antag, EBI2 block, 697 NFkB inh, APJ antag, CCR6 antagonist, UBC13 inh, Jurkat NFkB inh, CXCR6 block
- COc1ccc(-c2cc(C(=O)Nc3c(C)n(C)n(-c4ccccc4)c3=O)c3ccccc3n2)cc1OC
 : -8, -4, 19, -6, 9, 2, -1, 1
- COc1ccc(S(=O)(=O)Nc2ccc(F)c(F)c2)cc1Cl
 : 5, -12, -5, -12, 8, -8, -12, -6
- COc1ccc(CNC(=O)c2cc3cccc(O)c3oc2=N)cc1
 : 8, 7, -40, -25, 17, -13, -13, 3

(more compounds)
| SMILES | Gli-Sufu antag | EBI2 block | 697 NFkB inh | APJ antag | CCR6 antagonist | UBC13 inh | Jurkat NFkB inh | CXCR6 block |
| --- | --- | --- | --- | --- | --- | --- | --- | --- |
| O=C(COC(=O)c1ccc2c(c1)OCCO2)Nc1cc(S(=O)(=O)N2CCOCC2)ccc1Cl | -2 | 7 | 7 | 14 | 15 | -3 | 16 | -2 |
| O=Cc1c(N2CCC3(CC2)OCCO3)nc2ccccn2c1=O | -2 | 1 | 2 | -6 | -2 | -1 | 4 | -10 |
| O=C(CN1CCN(Cc2ccccc2Cl)CC1)N/N=C/c1cccs1 | 2 | 16 | 9 | -3 | 3 | 0 | 0 | 2 |
| O=[N+]([O-])c1ccccc1NC(=S)N/N=C/c1ccc(O)c(O)c1 | -3 | -1 | -324 | -14 | 19 | -3 | -144 | -7 |
| COc1ccc(C(=O)N/C(=C\c2ccccc2)C(=O)NC(CCSC)C(=O)O)cc1 (stereo unspecified) | -7 | -10 | 11 | 3 | -14 | -9 | 4 | 7 |
| CCNC(=S)N(CCc1c(C)[nH]c2ccc(C)cc12)Cc1cccs1 | 10 | 21 | 6 | 9 | 11 | 2 | -4 | 1 |
| Cc1cc(N/N=C/c2ccc(O)cc2O)nc(N2CCOCC2)n1 | 40 | 21 | -20 | -18 | -6 | -9 | -5 | -3 |
| NS(=O)(=O)c1ccc(NC(=S)N2CCC(Cc3ccccc3)CC2)cc1 | 5 | -9 | -4 | -1 | 3 | 5 | 17 | -9 |
| COc1cccc(C(=O)O/N=C(\N)c2ccc(C)cc2)c1 | -88 | 12 | -229 | -54 | 4 | 12 | -112 | -16 |
| O=C(COC(=O)c1cc([N+](=O)[O-])ccc1N1CCOCC1)Nc1c(Cl)cccc1Cl | 13 | 11 | 5 | 21 | 14 | -1 | 12 | -7 |
| CCOC(=O)C1=NOC(CNc2ncc(C(F)(F)F)cc2Cl)C1 (stereo unspecified) | -1 | 3 | 19 | -9 | 4 | 2 | 7 | -5 |
| COC(=O)c1c(NC(=O)c2cccc(S(=O)(=O)N3CCN(C)CC3)c2)sc(C)c1C | 13 | 13 | 4 | 5 | 22 | 16 | 1 | 7 |
| CCC(C)NC(=O)CSc1n[nH]c(-c2cc(Cl)ccc2OC)n1 (stereo unspecified) | . | -6 | -3 | 3 | -7 | 12 | 6 | 2 |
| S=c1nc(-c2ccccc2)c(-c2ccccc2)n[nH]1 | 36 | -3 | -11 | -1 | 0 | 0 | -4 | 0 |
| CNS(=O)(=O)c1ccc(C(=O)NCC(=O)NCC2COc3ccccc3O2)cc1 (stereo unspecified) | -5 | -2 | 9 | 4 | 6 | 0 | -2 | -6 |
| O=c1c2ccccc2nc2n1-c1ccccc1CCC2 | 5 | -2 | 15 | -7 | 4 | 5 | -4 | 7 |
| COc1cccc(NC(=O)c2cc3ccccc3o/c2=N\O)c1 | -94 | -31 | -129 | -6 | -18 | -6 | -159 | -20 |
| COCCNC(=O)c1onc(CSc2ccc(F)c(F)c2)c1C(=O)O | -7 | 3 | 21 | 6 | 2 | -1 | -2 | 4 |
| Cc1ccc(-n2cc(C(=O)O)c(=O)cc2C)c(C)c1 | -8 | 0 | -9 | 3 | -15 | 2 | -4 | 1 |
| O=C(NCCCN1CCOCC1)c1ccc(-c2ccc(Cl)cc2)o1 | -3 | 4 | -11 | 6 | 8 | -15 | -5 | -3 |
| COc1ccccc1CCC(=O)Nc1ccc2c(c1)CN(CCCn1cccn1)CC2 | 9 | 0 | 7 | -14 | 12 | 15 | 8 | 5 |
| O=C(CN(Cc1ccccc1)C(=O)CCC(=O)Nc1nccs1)NCC1CCCO1 (stereo unspecified) | 50 | 0 | 22 | 14 | -3 | 4 | -17 | 4 |
| O=C(C1CCCN(Cc2ccccc2)C1)N1CCCCC1 (stereo unspecified) | 7 | 2 | 14 | 14 | -5 | 5 | -3 | -3 |
| CC(C)C(O)(c1ccccc1)C(CN1CCOCC1)c1ccccc1 (stereo unspecified) | 3 | 20 | -15 | -2 | 7 | 2 | -7 | -4 |
| C=CCn1c(CNC(=O)c2cccs2)nnc1SCC(=O)c1ccc(Br)cc1 | 2 | 20 | -2 | -3 | -7 | -1 | 14 | -5 |
